Screening results: PubChem BioAssay, several laboratories
IEC-6 tox: IEC-6 cytotoxicity, counter-screen for KLF5 inhibitors; luminescence viability; inhibition, % at 5 µM; hit rate 0.78% among 290,000; in the data active = inhibition above about 22%;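 note: 0% = plate median of test compound wells and 100% = cytotoxic reference compound wells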
GSK3beta inhib: inhibitors of human GSK3beta kinase | GST-GSK3beta kinase, ADP-Glo luminescence, 60 min; stronger effect = lower value | activity score (negative = inhibition), % at 10 µM | hit rate 0.038% among 300,000 | P49841;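 active = more than half of replicate wells score below -50%, meaning over 50% inhibition versus plate controls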;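 note: 0% = median DMSO wells and -100% = median GW8510 positive control wells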
Target sequence (P49841 whole entry, looked up): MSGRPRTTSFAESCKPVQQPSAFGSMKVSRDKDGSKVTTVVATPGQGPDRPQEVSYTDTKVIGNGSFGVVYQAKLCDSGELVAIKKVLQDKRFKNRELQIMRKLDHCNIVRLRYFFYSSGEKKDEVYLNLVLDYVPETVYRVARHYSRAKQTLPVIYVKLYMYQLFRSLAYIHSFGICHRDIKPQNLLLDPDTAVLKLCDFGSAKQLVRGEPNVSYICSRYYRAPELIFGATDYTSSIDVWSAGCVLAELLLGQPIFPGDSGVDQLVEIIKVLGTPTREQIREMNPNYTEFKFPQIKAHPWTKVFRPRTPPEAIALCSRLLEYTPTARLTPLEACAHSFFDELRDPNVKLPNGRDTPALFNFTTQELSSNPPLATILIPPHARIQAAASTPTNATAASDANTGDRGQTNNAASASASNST
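Test system – GST-tagged human GSK3beta kinase, cell-free · Incubation – 60 min enzyme reaction, room temperature · Signal – ADP-Glo luminescence · Also added – peptide substrate and ATP at 25 µM · Controls – DMSO neutral wells and GW8510 at 20 µM as positive · Buffer or medium – Tris/MgCl2 kinase buffer · Measure – Luminescence-derived activity versus plate DMSO and GW8510 wells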
KLF5 inh: inhibitors of KLF5 expression | DLD-1 KLF5 promoter-luciferase reporter, luminescence | inhibition, % at 5 µM | hit rate 0.23% among 290,000;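 active = inhibition above a per-plate limit of that plate's mean compound inhibition plus 3 SD, cut at about 60% in these data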;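 note: 0% = DMSO wells and 100% = LY294002 at 200 µM; higher means less KLF5 promoter-driven luciferase light; inactives centre near -14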
PolyA inh: inhibitors of polyadenylation in S. cerevisiae | hit rate 0.02% among 300,000 | S. cerevisiae SKY197-pL101 polyadenylation reporter, beta-gal luminescence; efflux-impaired pdr1/pdr3 knockout yeast; score 100 = 6 SD above DMSO | calls only at 12 µM | AID 1875;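 active = lowest replicate activity score at least 50, where 100 means six control SD above control mean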;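 note: yeast exposed to compound for 9 h at 30 °C; higher score means more reporter readthrough which indicates perturbed polyadenylation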
HSP90 refold inh: HSP90 refolding inhibition in rabbit reticulocyte lysate. hit rate 0.91% among 290,000. AID 1789. inhibition, % at 5.6 µM. luciferase refolding luminescence, 3 h;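 active = inhibition above the screen-wide mean plus 3 SD, computed separately per campaign, cut at about 16% in these data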;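 note: 0% = DMSO wells and 100% = 60 µM geldanamycin wells; inhibitors lower the luminescence because luciferase stays unfolded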
HSF-1 act: increases HSF-1 driven luciferase reporter signal; activation, % at 9 µM; NIH3T3-HGL HSF-1 luciferase reporter, MG132, 8 h; 100% = twice DMSO control signal; hit rate 1.7% among 300,000;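 active = mean replicate activation of at least 50% with a set share of replicates each reaching 50%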;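 note: 0% = median of the neutral control wells and 100% = twice that signal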
aSyn UTR inh: MLPCN primary screen, SNCA 5' untranslated region | alpha-synuclein 5'UTR reporter, inhibitor activity | inhibition, % (tested at 7.5 µM) | hit rate 0.82% among 300,000 | AID 1813; in the data active = inhibition above about 60%;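 note: H4 neuroglioblastoma cells stably carrying SNCA 5'UTR luciferase fusion; 0% = DMSO wells and 100% = positive control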
AI-2 QS modul: Vibrio harveyi AI-2 quorum sensing modulation; Vibrio harveyi JMH597 AI-2 luminescence/OD600 ratio, 9 h; stronger effect = lower value; strain lacks LuxN and CqsS sensors; 0 = neutral-control median; activity change, % at 7.5 µM; hit rate 0.4% among 300,000; AID 2094; in the data active = activity change below about -75%, passing the limit was not always enough;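 note: luminescence divided by OD600 gain over 9 h not by final OD600 alone; inactives centre near 13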
GSK3A inh: blocks human GSK-3 alpha kinase. ADP-Glo luminescence, 60 min. inhibition, % at 10 µM. hit rate 0.1% among 320,000. AID 2650;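 in the data active = inhibition above about 50%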;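 note: GST-tagged GSK-3 alpha with peptide substrate and 25 µM ATP; 0% = DMSO neutral wells and 100% = GW8510 positive control wells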
Target sequence (P49840 whole entry, looked up): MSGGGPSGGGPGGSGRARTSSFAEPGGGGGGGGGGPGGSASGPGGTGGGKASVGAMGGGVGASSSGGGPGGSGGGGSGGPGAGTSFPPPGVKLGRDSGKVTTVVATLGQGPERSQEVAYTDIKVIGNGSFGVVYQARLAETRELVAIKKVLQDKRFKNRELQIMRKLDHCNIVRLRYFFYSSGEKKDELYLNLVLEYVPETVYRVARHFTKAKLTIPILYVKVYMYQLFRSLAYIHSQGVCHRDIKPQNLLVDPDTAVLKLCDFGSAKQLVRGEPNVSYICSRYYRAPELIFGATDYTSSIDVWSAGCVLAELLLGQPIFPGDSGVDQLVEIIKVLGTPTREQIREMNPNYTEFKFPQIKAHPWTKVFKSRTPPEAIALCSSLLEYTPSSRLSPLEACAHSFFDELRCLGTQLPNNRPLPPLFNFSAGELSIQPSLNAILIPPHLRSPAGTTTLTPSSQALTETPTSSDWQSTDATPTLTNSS
HSF1 inh: HSF1 inhibition. activity change, negative = inhibition, % at 7.5 µM (by protocol). AID 2098. NIH3T3-HGL HSE-luciferase, MG132-induced, luminescence 8 h; stronger effect = lower value. hit rate 0.77% among 300,000;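 active = more than half of replicate wells show activity change below -50%, luminescence cut by over half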;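 note: luciferase reports HSF-1 transcriptional activity via heat shock element; 0% = median of DMSO wells and -100% = zero luminescence signal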
* hit, by the source's call; i = inactive; / = not tested or not shown. These rows are one share of the data (hit frequency here may not be typical).

Molecule | HSF-1 act | HSP90 refold inh | PolyA inh | aSyn UTR inh | GSK3beta inhib | AI-2 QS modul | GSK3A inh | IEC-6 tox | HSF1 inh | KLF5 inh
Cc1nc(C)c(CCNC(=O)c2cccc(Cl)c2)s1 | 28 | -3 | i | -20 | 1 | -17 | -3 | 0 | -9 | -15
Cc1ccccc1NC(=O)CSc1nnc(-c2ccccc2)n1-c1ccccc1 | 11 | -3 | i | 12 | 2 | 14 | -3 | 6 | -4 | -11
CCC(=O)NC1(C(F)(F)F)C(=O)Nc2c1c(=O)[nH]c(=O)n2Cc1ccco1 (stereo unspecified) | 4 | 8 | i | 13 | -2 | 19 | -6 | 1 | 0 | -6
CSc1ccccc1C(=O)Nc1cccc([N+](=O)[O-])c1C | -45 | -1 | i | -29 | 2 | 13 | 0 | -2 | -34 | -22
COc1ccc(N2CCN(C(=O)[C@@H](NC(=O)c3ccccc3Cl)C(C)C)CC2)cc1 | 26 | -4 | i | -3 | 0 | 51 | -1 | -7 | 6 | -14
Cc1cc(N2C(=O)C(O)=C(C(=O)c3cc4ccccc4o3)C2c2ccc(OC(C)C)cc2)no1 (stereo unspecified) | 20 | -4 | i | -91 | 0 | 31 | -1 | 0 | 6 | -31
CCCS(=O)(=O)c1c(S(=O)(=O)CCC)c2cc(-c3ccncc3)ccn2c1C(=O)OC | 20 | 4 | i | 7 | 2 | 21 | -1 | 1 | 6 | -31
NC(=NC1CCCCC1)c1ccc(Cl)cc1 | -10 | 1 | i | -2 | 0 | 10 | 0 | 4 | 0 | -14
COc1cccc(CC(=O)Nc2sc3c(c2C(N)=O)CCCC3)c1 | 31 | 0 | i | -25 | 5 | 5 | 0 | 4 | 4 | -15
O=C(NCc1ccc(F)cc1)C(=O)NCC1CCCN1S(=O)(=O)c1ccccc1 (stereo unspecified) | -7 | / | i | 6 | -1 | 16 | -2 | / | -2 | /
Cc1ccc(-n2nc(C)cc2N)c(C)c1 | -9 | 7 | i | 15 | 1 | -9 | 0 | 0 | 3 | -5
CC1Cc2cc(S(=O)(=O)N3CCC(C(=O)N4CCCCC4)CC3)ccc2N1C(=O)C1CC1 (stereo unspecified) | 0 | 2 | i | 13 | 1 | 17 | 0 | 6 | -5 | 10
CC(C)(C)OC(=O)N1CCC(CNC(=O)c2ccc(F)cc2)CC1 | -10 | 6 | i | 8 | -3 | / | -1 | -3 | -2 | -24
CC(=O)OC1CC(c2cc(C(C)(C)C)c(O)c(C(C)(C)C)c2)=NO1 (stereo unspecified) | -48 | -4 | i | 25 | 3 | 13 | 1 | -2 | -32 | -12
Cc1ccc(S(=O)(=O)n2ccnc2)cc1C | -7 | / | / | -5 | 0 | 13 | -1 | / | -3 | /
O=C(/C=C/c1cn(-c2ccccc2)nc1-c1cccnc1)c1ccco1 | 119* | 3 | i | -63 | 0 | 25 | -2 | 4 | 97 | -18
COc1ccc(C)cc1NC(=O)CC1COc2ccccc2O1 (stereo unspecified) | 15 | 3 | i | 10 | -2 | 17 | 1 | 11 | 1 | 23
CCOC(=O)C(=CNc1ccc(NC2=NCC(C)(C)S2)cc1)C(=O)OCC | -37 | 8 | i | 1 | -2 | -17 | -2 | 15 | -22 | -5
CCOC(=O)C(C)Oc1ccc(NC(=O)C(Cl)Cl)cc1 (stereo unspecified) | -13 | -1 | i | -14 | -2 | 9 | -4 | -2 | -8 | -17
COc1ccc(-n2cc(-c3ccc(Cl)cc3)[nH]c2=S)cc1 | 28 | -2 | i | -91 | 2 | 11 | / | -6 | 18 | -42

(next part)
Molecule | HSF-1 act | HSP90 refold inh | PolyA inh | aSyn UTR inh | GSK3beta inhib | AI-2 QS modul | GSK3A inh | IEC-6 tox | HSF1 inh | KLF5 inh
Cn1cccc1/C=C1\Cc2ccccc2C1=O | 9 | 8 | i | -142 | -1 | 18 | 4 | -1 | 0 | 32
COc1ccc(CC(=O)Nc2sc3c(c2C(N)=O)CCCC3)cc1 | 12 | -1 | i | 0 | -2 | 12 | 1 | -6 | 0 | -34
CC(C)(C)n1ncc2c(=O)n(CC(=O)NC3CCCCC3)cnc21 | 23 | -3 | i | -108 | -1 | 5 | -2 | -1 | 7 | -51
CCOC(=O)C1=C(c2ccccc2)OC(N)=C(C#N)C1C1CCCCC1 (stereo unspecified) | 38 | 2 | i | -18 | -2 | -5 | -7 | -7 | 23 | -39
O=C(Nc1cccc(OCC(=O)N2CCOCC2)c1)c1cccc([N+](=O)[O-])c1 | 22 | 1 | i | -23 | 3 | 22 | 3 | 0 | -2 | -19
CCOC(=O)c1cc(-c2cccs2)nc2c1c(C)nn2-c1ccccn1 | -18 | 3 | i | 43 | 3 | 10 | 4 | -8 | -6 | -13
C[C@H]1CCC[C@@]2(O[C@H](CCO)C[C@@H](O)[C@@H]2O)O1 | -6 | / | i | 20 | 3 | 14 | -2 | / | -5 | /
Cc1cc(Br)ccc1SCC(=O)OCC(=O)Nc1ccccc1C#N | 4 | 2 | i | -14 | -1 | 4 | -1 | -4 | 18 | -5
CC(C)C1N(C(=O)CN2CCCCC2)CCN1S(=O)(=O)c1ccccc1 (stereo unspecified) | -4 | -2 | i | -18 | 17 | 22 | -1 | -3 | -3 | -17
O=C(Nc1ccc(O)c2c(=O)cc(-c3cccc(Cl)c3)oc12)c1ccc(F)cc1 | -42 | / | i | -7 | -3 | 12 | 3 | / | -24 | /
CC(C)CC(=O)NC(Nc1ccc([N+](=O)[O-])cc1)C(Cl)(Cl)Cl (stereo unspecified) | -2 | 4 | i | -10 | 4 | 21 | / | 2 | -2 | -16
CCCOc1ccc(-c2nc(N)n[nH]2)cc1 | 2 | 1 | i | -94 | -5 | 18 | -2 | 4 | -4 | -71
Cc1cc(=O)n2c3c(cccc13)CCC2 | -8 | 1 | i | -9 | -1 | 9 | 2 | 0 | 1 | -14
O=C(N/N=C/c1cccc(O)c1)c1ccccc1O | 24 | 14 | i | -56 | 1 | 0 | -2 | 3 | 1 | 4
CCN1CN=C(NS(=O)(=O)c2ccc(C)cc2)NC1 | -4 | 7 | i | 9 | -2 | 6 | 0 | -2 | -4 | -37
COc1ccc(N2CCN(S(C)(=O)=O)CC2)cc1 | 3 | 6 | i | 0 | -1 | 3 | / | 0 | -7 | 1
Cc1ccc2nc(C)cc(Cl)c2c1 | -5 | -6 | i | -1 | 1 | 13 | / | -5 | 1 | -43
COc1cc2nc(NC(=O)c3ccco3)sc(=O)c2cc1OC | 30 | -3 | i | 23 | 9 | 28 | -2 | 6 | 13 | -12
COC(=O)c1cc(CNC(=O)c2ccccc2Cl)ccc1OC | -2 | -1 | i | 11 | 2 | 21 | / | -6 | -3 | -23
COc1ccc(CC(=O)NNC(=O)c2ccco2)cc1 | 5 | -3 | i | 0 | / | / | -2 | 1 | -2 | -25

(cont.)
Molecule | HSF-1 act | HSP90 refold inh | PolyA inh | aSyn UTR inh | GSK3beta inhib | AI-2 QS modul | GSK3A inh | IEC-6 tox | HSF1 inh | KLF5 inh
CCCC(=O)N1CCC(O)(c2cccc(F)c2)CC1 | -8 | 0 | i | -6 | 0 | 7 | 1 | 2 | -2 | -33
O=C(NC(Cc1ccccc1)C(=O)O)OCc1ccccc1 (stereo unspecified) | 0 | -3 | i | -9 | -3 | 10 | -9 | -3 | -6 | 0
COc1ccc(NC(=O)N2CCCCC2c2cccnc2)cc1 (stereo unspecified) | -20 | 2 | i | 7 | -3 | 10 | -4 | 4 | -12 | -12
Cc1ccc(C(=O)Nc2cccc3cccnc23)cc1Br | 14 | / | i | -178 | 1 | 19 | -1 | / | 29 | /
CCCCCCCNC(=O)C1(CC2CC(c3ccc(Cl)cc3)=NO2)CCN(C(=O)C2(C)CC2)CC1 (stereo unspecified) | -7 | -4 | i | 32 | 4 | 14 | -4 | -2 | -2 | 9
COc1cc(/C=C(\C#N)C(=O)NCC2CCCO2)ccc1OCC(N)=O (stereo unspecified) | 6 | 0 | i | -8 | -7 | -5 | 0 | -3 | 3 | -24
CC(C)CCN1CCN=C1Nc1ccccc1 | -14 | -1 | i | -14 | 1 | 15 | -1 | 6 | -6 | -10
CCN(CC)CCCNC(=S)N(Cc1cccnc1)Cc1cc2cc(C)ccc2[nH]c1=O | 19 | -7 | i | 4 | 2 | 4 | -1 | -4 | -1 | -6
OCC1(Cc2cccc(Cl)c2)CCCN(Cc2ccc3cc(F)ccc3n2)C1 (stereo unspecified) | 35 | 5 | i | 30 | 2 | 26 | -1 | 5 | 10 | 9
Cc1ccc(-n2nc3c(c2NC(=O)c2cccs2)CS(=O)(=O)C3)c(C)c1 | -8 | 86* | i | -17 | 2 | 21 | -2 | 3 | -5 | -3
COc1ccc2oc(C(=O)Nc3nccs3)c(C)c2c1 | 0 | / | i | -60 | 0 | -5 | -1 | / | -6 | /
O=C(O)CCC(=O)N1CCc2cc(S(=O)(=O)NC3CCCc4ccccc43)ccc21 (stereo unspecified) | -4 | 0 | i | -14 | 5 | 12 | -2 | -3 | -4 | -1
O=C1c2ccc([N+](=O)[O-])cc2C(=O)N1c1ccc(Cl)cn1 | -4 | 3 | i | 2 | 0 | 13 | -2 | -2 | 2 | -11
Cc1ccc(CNC(=O)C(=O)NCC2CCCN2S(=O)(=O)c2cc(C)ccc2C)cc1 (stereo unspecified) | 7 | / | i | 11 | 4 | 3 | 2 | / | 3 | /
COc1ccccc1NC(=O)COC(=O)Cc1cccs1 | -10 | -2 | i | 1 | -5 | 28 | 0 | 2 | -2 | -35
O=C1NCCN(Cc2ccc(Cl)c(F)c2)C1CC(=O)N1CCCCO1 (stereo unspecified) | 39 | 6 | i | -2 | -4 | 22 | 0 | 10 | 9 | 4
CNS(=O)(=O)c1cc(N(C)S(=O)(=O)c2ccc(C)cc2)c(C)cc1C | 39 | 0 | i | 1 | 3 | 28 | 1 | 1 | 21 | -20
Cc1ccc(C)c(SCC(=O)Nc2ccc(S(=O)(=O)Nc3ncccn3)cc2)c1 | -10 | 0 | i | 13 | 3 | -21 | -3 | -5 | -11 | 3
COc1ccc(N2CCN(C(c3cc4ccc(C)cc4[nH]c3=O)c3nnnn3C3CCCC3)CC2)cc1 (stereo unspecified) | 33 | -2 | i | 22 | -3 | 14 | -2 | -7 | 9 | 13
COc1cc(C(=O)N2CCN=C2c2ccccc2)cc(OC)c1OC | / | 1 | / | / | / | / | -2 | 3 | / | -17

Sorted by SMILES length (lowest first): part of the list above
Molecule | HSF-1 act | HSP90 refold inh | PolyA inh | aSyn UTR inh | GSK3beta inhib | AI-2 QS modul | GSK3A inh | IEC-6 tox | HSF1 inh | KLF5 inh
CC(C)CCN1CCN=C1Nc1ccccc1 | -14 | -1 | i | -14 | 1 | 15 | -1 | 6 | -6 | -10
O=C(O)CCC(=O)N1CCc2cc(S(=O)(=O)NC3CCCc4ccccc43)ccc21 (stereo unspecified) | -4 | 0 | i | -14 | 5 | 12 | -2 | -3 | -4 | -1
COc1ccc(N2CCN(C(c3cc4ccc(C)cc4[nH]c3=O)c3nnnn3C3CCCC3)CC2)cc1 (stereo unspecified) | 33 | -2 | i | 22 | -3 | 14 | -2 | -7 | 9 | 13
